High-throughput results as filed in PubChem BioAssay.
LDHA inh – inhibitors of human lactate dehydrogenase A; P00338; purified LDHA, NADH/diaphorase-resazurin fluorescence; hits give low values; activity change, % (values are at about 110 or 230 µM); 0.15% of 480,000 active; AID 1347041; in the data active means activity change below about -30%; inconclusive means mostly about -25% to -30%;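 further: plate controls were DMSO wells for no effect and wells without enzyme for full effect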
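LDH5 2 nM; NADH 0.06 mM, pyruvate 0.2 mM; 200 mM Tris pH 7.4, EDTA, Tween-20; 5 min RT. Detection: diaphorase 0.133 mg/mL + resazurin 37 µM, fluorescence ex540/em590 at 0 and 20 min; normalized to enzyme-free and DMSO wells.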
Apoferritin bind – candidate novel general anesthetic via apoferritin binding; apoferritin/1-aminoanthracene competitive binding, fluorescence; P02791; AID 485281; Potency, µM (titrated, usually from 77.5 µM), without a hit: at the highest dose activity change, negative = displacement, hits mostly inhibitors; 0.074% of 350,000 active; further: potency means the concentration at half of the fitted maximal effect; on the % scale 0 is the no-effect control and ±100 the full control effect; nearly all actives have a fitted effect of over 20% in size
Target sequence (P02791 2-175 limits assumed): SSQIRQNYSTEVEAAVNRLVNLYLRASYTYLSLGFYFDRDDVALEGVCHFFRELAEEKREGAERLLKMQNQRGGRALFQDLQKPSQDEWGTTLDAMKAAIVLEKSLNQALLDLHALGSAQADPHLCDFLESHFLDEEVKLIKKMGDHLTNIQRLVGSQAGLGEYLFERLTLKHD
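Horse-spleen apoferritin (10 uM) in 50% saturated 1-aminoanthracene in PBS was incubated 10 min at room temperature with compound. Fluorescence (ex 380, em 535 nm) was normalized to free and bound 1-AMA, with concentration-response fitted by a four-parameter Hill equation.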
BLM inh – Bloom syndrome helicase (human) inhibition | AID 2528 | Potency, µM (highest dose often 56.1 µM), for inactives: top-dose activity change, negative = inhibition, hits mostly inhibitors | 0.2% of 350,000 active | recombinant BLM DNA unwinding, fluorescence dequenching;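 further: potency means the concentration at half of the fitted maximal effect; plate controls were vehicle for no effect and no enzyme for full effect; nearly all actives have a fitted effect of over 35% in size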
POLH inh – blocks human DNA polymerase eta activity; Potency, µM (doses to about 114 µM), for the others: at the top dose activity change, negative = inhibition, most hits filed as inhibitors; 1.2% of 390,000 active; recombinant Pol eta, fluorescent DNA replication assay; AID 588591; Q9Y253; further: potency means the concentration at half of the fitted maximal effect; on the % scale 0 is the no-effect control and ±100 the full control effect
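Pol eta at 10 nM preincubated with compounds 15 min at room temperature; reaction started with fluorescent substrate (50 nM final) and read kinetically at 0 and 10 min.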
APEX1 inh – inhibitors of human APE1 endonuclease. P27695. recombinant APE1, TAMRA/BHQ-2 abasic DNA cleavage fluorescence. Potency, µM (titrated, usually from 65.8 µM), inactives show at the top dose activity change, negative = inhibition, most hits filed as inhibitors. 0.35% of 350,000 active. AID 2517;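 further: potency means the concentration at half of the fitted maximal effect; plate controls were vehicle for no effect and reference inhibitor for full effect; nearly all actives have a fitted effect of over 55% in size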
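APE1 at 0.75 nM final was preincubated with compound 15 min at room temperature, then 50 nM double-stranded THF abasic-site substrate (5'-TAMRA/3'-BHQ-2) was added. Fluorescence (ex 525/em 598 nm) was read kinetically; third-minus-first read gave activity.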
Pol kappa inh – blocks human DNA polymerase kappa activity. Potency, µM (series often up to 107 µM), inactives show at the highest dose activity, negative = inhibition, most hits filed as inhibitors. Q9UBT6. purified Pol kappa, fluorescent DNA synthesis assay, 10 min. 0.53% of 400,000 active; further: potency means the concentration at half of the fitted maximal effect; on the % scale 0 is the no-effect control and ±100 the full control effect
Target sequence (Q9UBT6 whole entry, looked up): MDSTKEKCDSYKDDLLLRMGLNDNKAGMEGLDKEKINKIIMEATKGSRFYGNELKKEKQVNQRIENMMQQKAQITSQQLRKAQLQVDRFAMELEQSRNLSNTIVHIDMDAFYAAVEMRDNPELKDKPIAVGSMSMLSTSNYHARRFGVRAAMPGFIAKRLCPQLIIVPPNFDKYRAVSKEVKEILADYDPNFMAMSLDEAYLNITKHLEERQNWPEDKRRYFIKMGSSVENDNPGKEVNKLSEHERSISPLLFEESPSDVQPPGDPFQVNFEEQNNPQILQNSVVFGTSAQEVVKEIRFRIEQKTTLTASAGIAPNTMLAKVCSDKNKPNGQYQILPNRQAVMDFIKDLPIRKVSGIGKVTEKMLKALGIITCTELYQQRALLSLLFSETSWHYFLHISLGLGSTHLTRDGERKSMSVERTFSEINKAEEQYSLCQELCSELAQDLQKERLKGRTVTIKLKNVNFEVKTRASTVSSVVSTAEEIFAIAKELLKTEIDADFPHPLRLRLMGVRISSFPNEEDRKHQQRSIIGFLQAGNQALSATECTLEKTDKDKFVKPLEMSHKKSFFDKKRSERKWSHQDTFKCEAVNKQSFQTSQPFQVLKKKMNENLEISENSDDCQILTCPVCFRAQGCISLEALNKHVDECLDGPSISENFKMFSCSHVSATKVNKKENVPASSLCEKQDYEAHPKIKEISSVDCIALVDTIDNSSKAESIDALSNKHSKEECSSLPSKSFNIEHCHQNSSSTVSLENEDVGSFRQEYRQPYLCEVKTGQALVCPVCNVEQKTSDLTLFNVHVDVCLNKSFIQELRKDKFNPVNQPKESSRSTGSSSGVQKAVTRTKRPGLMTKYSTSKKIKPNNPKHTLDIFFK
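Enzyme at 10 nM met test compounds for 15 min at room temperature. Substrate addition (50 nM final) began the reaction, which was monitored by fluorescence at 0 and 10 min.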
GRP78 ERSR act – ER stress response induction in glioma; U87-MG GRP78 promoter luciferase reporter, 16 h; Potency, µM, inactives show top-dose activation, actives largely listed as activators; 0.02% of 420,000 active; further: potency means the concentration at half of the fitted maximal effect; series mostly up to about 76 µM; % of control where 0% means no effect; nearly all actives have a fitted effect of over 35% in size
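ERSR induction read as luciferase luminescence (Bright-Glo, 10 min at room temperature) in stably transfected human U87-MG glioma cells exposed to compounds for 16 h, using GRP78 as sensor.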
POLI inh – DNA polymerase iota (human) inhibition; Pol iota fluorescent replication assay, 10 min; Potency, µM (doses to about 115 µM), inactives show top-dose activity, negative = inhibition, usual class: inhibitors; 1% of 390,000 active; further: potency means the concentration at half of the fitted maximal effect
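Fluorescent replication assay read twice, at 0 min and 10 min after adding 50 nM (final) substrate. Enzyme (10 nM) and compounds were first incubated 15 min at room temperature; enzyme-free buffer wells were negative controls.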
Pol beta inh – blocks human DNA polymerase beta activity | AID 485314 | 1.3% of 340,000 active | Potency, µM (doses to about 114 µM), without a hit: top-dose activity change, negative = inhibition, hits mostly inhibitors | Pol beta primer extension/strand displacement, fluorescence kinetic | P06746; further: potency means the concentration at half of the fitted maximal effect; on the % scale 0 is the no-effect control and ±100 the full control effect
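Homogeneous kinetic assay of primer extension and strand displacement by 10 nM Pol beta, preincubated 15 min at room temperature with compound before 50 nM substrate (final) was added. Read at 0 and 10 min; four-parameter Hill fit.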
The depositor's hits bear a star; ? = inconclusive; / = no result given; & = joins results of further samples; [ ] = dose if it differs, or a comment. Unless noted, the call rests on the fitted dose curve; in most records, active means well fitted curve in the direction sought with a large enough effect; inconclusive means small, poorly fitted or top-dose-only effect, or another doubt; inactive means no such curve, though single readings can be large; an effect the other way counts as inactive or inconclusive. An excerpt; the hit share may differ from the screen's.

SMILES	LDHA inh	Apoferritin bind	BLM inh	POLH inh	APEX1 inh	Pol kappa inh	GRP78 ERSR act	POLI inh	Pol beta inh
CN1CCN(NC(=O)CN2C(=O)/C(=C/c3ccccc3F)SC2=S)CC1	/	-1%	5%	/	-1%	/	/	/	4%
COC(=O)c1ccc(N2CCN(S(=O)(=O)c3c(C)cc(C)cc3C)CC2)c([N+](=O)[O-])c1	-4	-8%	-7%	-1%	-2%	-2%	-3%	42%[activator]	?
CSCCC(NC(=O)c1ccccc1Cl)C(=O)NCC(c1ccc(F)cc1)N1CCOCC1 (centres undefined)	-1	/	/	-14%	/	4%	-2%	32%[activator]	/
Cc1noc(C)c1S(=O)(=O)N1CCC2(CC1)OCCO2	-1	-9%	-7%	7%	-4%	-1%	-2%	5%	51%
O=C(CN1CCN(c2ccccn2)CC1)Nc1ccc(Br)cc1	-2	-3%	-6%	-5%	18%	-11%	-2%	24%	41%
CCc1cccc(C)c1NC(=O)CO/N=C(\C)c1cc2ccccc2o1	-5	-8%	-2%	-14%	2%	-8%	-6%	28%	86%
CC1=NNC(=O)/C1=C\c1cn(-c2ccccc2)nc1-c1cccs1	-8	-24%	-12%	-16%	16%	-9%	-14%	?	18%
COC(=O)c1ccc(CNC(=O)Cn2cnc3c(OCc4ccccc4)ncnc32)cc1	-2	/	/	-19%	1%	6%	-1%	36%[activator]	/
O=C(CCC(F)(F)F)N1CCCC(N2CCN(c3cccc(Cl)c3)CC2)C1 (centres undefined)	0	/	/	-5%	/	-8%	3%	3%	/
CN(CC(=O)Nc1ccc(N2CCOCC2)cc1)C(=O)CCc1ccccc1Cl	2	/	/	-23%	3%	6%	-1%	?	/
CCOc1cc(-c2sc(Nc3ccccc3)n[n+]2-c2ccc(F)cc2)ccc1OC	-3	-9%	1%	-11%	3%	-12%	-2%	?	2%
Cc1cc(=O)[nH]c(SCC(=O)Nc2cccc(S(=O)(=O)N3CCOCC3)c2)n1	-9	/	/	-9%	-10%	-5%	-3%	14%	/
Cc1ccc(OCC(=O)c2cc(C)n(Cc3ccco3)c2C)c([N+](=O)[O-])n1	4	-3%	-11%	-16%	?	-1%	-8%	-5%	0%
CC(C)[C@H](NC(=O)c1ccccc1F)C(=O)NCc1ccc(S(N)(=O)=O)cc1	-1	3%	0%	-15%	-4%	8%	-6%	78%[activator]	65%
COc1ccccc1N1C(=O)CC(Sc2ccccc2N)C1=O (centres undefined)	1	-11%	1%	-6%	?	7%	-1%	-26%	-1%

Whole records, looked up by structure. Order of screens: LDHA inh | Apoferritin bind | BLM inh | POLH inh | APEX1 inh | Pol kappa inh | GRP78 ERSR act | POLI inh | Pol beta inh
CC(C)[C@H](NC(=O)c1ccccc1F)C(=O)NCc1ccc(S(N)(=O)=O)cc1 as listed: -1 | 3% | 0% | -15% | -4% | 8% | -6% | 78%[activator] | 65%
CC1=NNC(=O)/C1=C\c1cn(-c2ccccc2)nc1-c1cccs1 as listed: -8 | -24% | -12% | -16% | 16% | -9% | -14% | ? | 18%
CN1CCN(NC(=O)CN2C(=O)/C(=C/c3ccccc3F)SC2=S)CC1 as listed: / | -1% | 5% | / | -1% | / | / | / | 4%
Cc1cc(=O)[nH]c(SCC(=O)Nc2cccc(S(=O)(=O)N3CCOCC3)c2)n1 as listed: -9 | / | / | -9% | -10% | -5% | -3% | 14% | /

Other compounds
SMILES	LDHA inh	Apoferritin bind	BLM inh	POLH inh	APEX1 inh	Pol kappa inh	GRP78 ERSR act	POLI inh	Pol beta inh
CN(C(=O)c1cccc(NC(=O)Cc2ccc(NC(=O)C3CCCN(C(=O)CCc4ccccc4)C3)cc2)c1)C1CC1 (centres undefined)	-4	/	/	-20%	/	-14%	3%	34%	/
C/C=C(/CC[C@@H](C)[C@H]1CCC2C3=CC[C@H]4[C@H](C)[C@@H](O)CC[C@]4(C)C3CC[C@@]21C)C(C)C (some centres undefined)	/	-14%	-5%	/	/	?	-4%	/	/
CC(C)(C)Nc1nc2nonc2nc1NC(C)(C)C	1	-8%	-13%	3%	22%	-5%	6%	-7%	?
Cc1nc2nc(CCc3ccccc3)nn2c(C)c1Cl	-9	-11%	-1%	-5%	-3%	-7%	1%	-8%	-3%
Cc1c(N)cccc1[N+](=O)[O-]	-6	/	/	-11%	27%&-1%	-8%	-3%	-1%	/
Cn1cnnc1SCC(=O)NC1CCCN(Cc2ccccc2F)C1 (centres undefined)	0	-7%	0%	-3%	10%	-2%	2%	19%	36%
COc1cccc(C2CC(=O)Nc3cc4c(cc32)OCO4)c1OC(C)C (centres undefined)	-2	-22%	-3%	-25%	/	-6%	-4%	71%[activator]	14%
CCC1CCc2c(sc(NC(=O)CSc3nc(-c4ccco4)cc(C(F)(F)F)n3)c2C#N)C1 (centres undefined)	-11	-18%	-7%	-7%	14%	-10%	-4%	8%	10%
CC(C(C(=O)N1CCCCC1)N1CCCCC1)N1CCCCC1 (centres undefined)	-10	/	/	-11%	/	-20%	-4%	85%[activator]	/
Cc1ccc(S(=O)(=O)N2CCC(C(N)=O)CC2)c(C)c1C	-2	-11%	8%	-4%	4%	-3%	-3%	32%[activator]	6%
CCC1Sc2ccc(S(=O)(=O)CCC(=O)Nc3ccc(OC(F)(F)F)cc3)cc2NC1=O (centres undefined)	0	-19%	-5%	-21%	7%	-11%	-4%	-8%	-19%
COc1ccc(CC(=O)NCCCc2ccccc2)cc1OC	-10	4%	-1%	-17%	1%	0%	-2%	-8%	-12%
C=C(Cl)COc1ccc2c(CCC)cc(=O)oc2c1	-3	?	-6%	-22%	15%	-8%	2%	17%	16%
Nc1ccccc1-c1nnc(-c2ccc(-c3ccccc3)cc2)o1	-7	61%[activator]	-4%	6%	-3%	-5%	5%	11%	-20%
Cc1ccc(N2CC(C(=O)NCc3cccs3)CC2=O)cc1C (centres undefined)	-2	-7%	1%	-14%	2%	9%	3%	-6%	-21%
CCN1CCN(Cc2ccc(C(=O)Nc3ccc(C)c(NCc4cnc(NC(=O)OC)cn4)c3)cc2C(F)(F)F)CC1	-2&0	-16%	-8%	0%&-4%	28%	12%	1%&-5%	13%	15%
CCN(CC)C(=O)CSc1nnc(COc2ccccc2)n1N	-9	-11%	1%	-5%	1%	-2%	-4%	-23%	7%
CCc1cc2c(N[C@@H](Cc3c[nH]c4ccccc34)C(=O)O)ncnc2s1	-6	10%	0%	-7%	-1%	4%	0%	20%	24%
CCn1c(=O)cc(SCC(=O)Nc2ccc3c(c2)OCCO3)c2ccccc21	-7	-24%	-3%	-1%	-5%	-2%	1%	25%	-15%
CN1OC[C@@H]2CN[C@H](c3cccc(-c4ccc(C#N)cc4)c3)C[C@@H]21	-1	/	/	3%	/	-2%	0%	5%	/
COc1ccc(NC(=O)C2CC(=O)n3c(nc4ccccc43)N2)cc1 (centres undefined)	0	27%	1%	9%	4%	5%	0%	13%	23%
O=c1[nH]c(NNC(=S)NCc2ccccc2)nc2c1C1(CCCCC1)Cc1ccccc1-2	0	2%	-14%	-14%	-6%	-1%	3%	-21%	0%
Cc1cc(C(=O)N/N=C/c2ccc(-c3ccc([N+](=O)[O-])cc3C)o2)n[nH]1	-3	-5%	-9%	-6%	24%	-13%	-2%	14%	1%
CCOc1ccc(C(=O)N/N=C/c2ccc(-c3ccc(S(=O)(=O)Nc4ncccn4)cc3)o2)cc1	-8	-6%	-11%	22µM*	-7%	?	3%	18µM*	-3%
CC(=O)N1c2ccc(S(=O)(=O)N3CCC(C(=O)NCc4ccc(N(C)C)cc4)CC3)cc2CC1C (centres undefined)	0	-3%	-3%	0%	9%	-6%	-4%	19%	38%[activator]
c1ccc(-c2noc(CC3CCCCC3)n2)cc1	-2	-7%	6%	-13%	14%	-6%	2%	2%	13%
COc1ccc(N=CC2=C(O)CC(C)(C)CC2=O)cc1OC	3	0%	8%	-11%	7%	-5%	-4%	166%[activator]	31%
O=C(COC(=O)C1(c2ccc(F)cc2)CCCC1)NC1CC1	-8	-10%	-3%	-6%	-5%	-15%	-5%	-2%[58.9 µM]	0%
Cc1ccc(CC2C(=O)N(c3ccccc3)C(=O)C2C)cc1 (centres undefined)	-4	-14%	2%	-19%	14%	-2%	-1%	5%	0%
COC(=O)[C@@H]1C[C@H]2CC[C@H](O)C[C@H]2N1Cc1ccc(C(C)(C)C)cc1	2	-8%&-9%	-5%&-6%	-16%	-6%&-1%	-1%	-3%	?	0%
C=CCNC(=S)NNC(=O)C(CC(C)C)CC(C)O (centres undefined)	-5	-1%	0%	-3%	0%	-6%	-2%	136%[activator]	9%
CCOC(=O)C1C(=O)C=C(c2ccc(OC)cc2)CC1c1ccco1 (centres undefined)	-6	?	-5%	-6%	-2%	-12%	1%	15%	-6%
CC1CCN(C(=O)CSc2nnc3ccccn23)CC1	0	/	/	-7%	51%[activator]	5%	1%	-19%	/
C/C(=N\Nc1ccc(C(=O)O)cc1)c1ccc(Cl)s1	-3	26%	-2%	-12%	40%[activator]	-5%[60.1 µM]	-9%	0%	3%
CCOC(=O)/C(=C\c1ccc(OC(F)F)cc1)C1=Nn2c(nnc2-c2ccc(Cl)cc2)SC1	1	-18%	-8%	?	2%	-13%	-16%	?	-1%
COc1ccc(CC(=O)Oc2cc(C)ccc2C)cc1	-2	5%	-3%	2%	1%	-2%	-7%	-24%	31%
CCCN(C(=O)COC(=O)Cn1c(=O)oc2ccccc21)c1c(N)n(Cc2ccccc2)c(=O)[nH]c1=O	0	/	/	-6%	27%	-14%	-1%	27%	/
Cc1ccc(/C=C2\SC(N)=NC2=O)s1	-5	-12%	-2%	0%	-2%	8%	-1%	10%	12%
CC(NC(=O)COC(=O)C1CC1C)c1ccccc1 (centres undefined)	2	/	/	-5%	16%	18%	-3%	-1%	/
Cc1nn(-c2ccccc2)c2sc(C(=O)OCn3nnc4ccccc4c3=O)cc12	-2	6%	-3%	-8%	?	-9%	0%	11%	0%
CC(=O)Nc1ccc(N(C(=O)c2cnccn2)C(C(=O)NC2CCCCC2)c2ccc(F)cc2)cc1 (centres undefined)	-16	7%	0%	-6%	86%[activator]	-1%	1%	2%	4%
